# TNAP inh hi DEA: human TNAP enzyme inhibitors, primary screen, biochemical, luminescent, high phosphate acceptor level, uHTS; 200,000 tested, 0.03% active; AID 1135, 2008; purified TNAP, CDP-star luminescence, 1 M DEA; Alkaline phosphatase, tissue-nonspecific isozyme (Homo sapiens), P05186; inhibition, % at 20 µM;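 active = over 50% inhibition of tissue-nonspecific alkaline phosphatase at 20 µM in the single-dose screen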;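 also: plate controls were DMSO wells for no effect and EDTA-quenched wells as full inhibition for full effect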
# Target sequence (P05186 whole entry, looked up): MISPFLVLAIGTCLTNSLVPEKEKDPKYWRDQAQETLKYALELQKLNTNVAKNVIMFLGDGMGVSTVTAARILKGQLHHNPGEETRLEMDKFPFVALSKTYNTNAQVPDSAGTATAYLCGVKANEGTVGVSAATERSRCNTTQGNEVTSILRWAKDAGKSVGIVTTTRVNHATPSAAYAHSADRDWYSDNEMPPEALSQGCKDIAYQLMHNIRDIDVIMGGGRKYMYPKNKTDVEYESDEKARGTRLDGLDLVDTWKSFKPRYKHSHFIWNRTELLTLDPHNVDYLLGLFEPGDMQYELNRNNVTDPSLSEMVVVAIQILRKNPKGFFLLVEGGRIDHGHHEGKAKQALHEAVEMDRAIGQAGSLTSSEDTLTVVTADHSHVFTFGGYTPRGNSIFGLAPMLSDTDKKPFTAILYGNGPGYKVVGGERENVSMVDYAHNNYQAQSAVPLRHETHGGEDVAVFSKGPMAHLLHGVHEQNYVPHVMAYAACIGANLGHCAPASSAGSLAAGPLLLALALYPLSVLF
# bIAP act: bovine intestinal alkaline phosphatase activators, primary screen, biochemical, bovine IAP, CDP-star luminescence. alkaline phosphatase, intestinal [Bos taurus]. purified bovine IAP, 30 min; active compounds read high; fold of DMSO-control signal, blank-subtracted. activation factor at 20 µM. 200,000 tested, 0.17% active;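 active = activation factor of 2 or more at 20 µM, a signal rise over negative controls twice the positive control's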
# NF-kB neuron act: activators of NF-kB expression in neurons, primary screen, cell-based, HTS; fold change at 12.5 µM; 190,000 tested, 1.6% active; AID 1239, 2008; human neuronal cells, NF-kB reporter expression; active compounds read high; in the data active = fold change above about 3.3
# FLuc stim CS: FLuc activators, initial screening, artefact control for FLuc-dependent activation tests, biochemical, ATPlite luminescence; Luciferin 4-monooxygenase (Photinus pyralis), P08659; 200,000 tested, under 10 active; activation factor at 10 µM; ATPlite luciferase biochemical, 10 min; 0 = ATP-free wells, 1 = DMSO control;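 active = luciferase activation factor, scaled between plate controls, of at least 2 with compound at 10 µM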
#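 Assay system: Luciferase/luciferin detection reagent, cell-free biochemical luciferase assay / Read-out: luciferase activation / Benchmarks: No-ATP low control, compound-free enzyme-plus-ATP high control / Medium: PBS buffer for ATP / Detection: luminescence measurement of luciferase light output / Schedule: 10 min at ambient temperature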
# PMI act hi M6P: human PMI activators, high substrate, primary screen, biochemical, fluorescence intensity, near-saturating mannose 6-phosphate | Mannose-6-phosphate isomerase (Homo sapiens), P34949 | coupled PMI enzyme assay, resazurin fluorescence, 20 min; active compounds read high; 1 = untreated enzyme, 0 = substrate-free blank | activation factor at 20 µM | 190,000 tested, 0.34% active | AID 1216, 2008;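 active = activation factor of 2 or more at 20 µM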
# Target sequence (P34949 whole entry, looked up): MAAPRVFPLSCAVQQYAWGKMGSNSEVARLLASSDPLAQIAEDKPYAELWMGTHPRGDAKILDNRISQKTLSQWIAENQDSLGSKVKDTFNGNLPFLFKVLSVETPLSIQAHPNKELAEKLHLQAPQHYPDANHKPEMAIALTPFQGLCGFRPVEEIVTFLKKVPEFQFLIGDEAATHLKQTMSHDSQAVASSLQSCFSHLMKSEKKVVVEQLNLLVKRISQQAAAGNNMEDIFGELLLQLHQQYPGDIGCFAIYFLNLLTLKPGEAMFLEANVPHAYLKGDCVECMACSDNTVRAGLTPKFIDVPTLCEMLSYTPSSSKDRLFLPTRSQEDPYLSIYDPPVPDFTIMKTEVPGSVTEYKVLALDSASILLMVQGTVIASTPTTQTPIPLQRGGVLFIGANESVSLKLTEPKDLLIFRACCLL
#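 Material: human phosphomannose isomerase with PGI, G6PDH, diaphorase coupling enzymes. Quantity: 15 ng/mL PMI. Medium: HEPES pH 7.4 buffer with MgCl2 and Tween-20. Reagent: Near-saturating mannose-6-phosphate, 1.0 mM. Compound: 20 µM single dose. Times: enzyme reaction with compound 20 min at room temperature. Detection: resorufin fluorescence at Ex 544/Em 590 nm.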
# FLuc inhib CS: firefly luciferase enzyme inhibitors, primary screen, artefact control for luciferase-based inhibitor screens, biochemical, luminescence, ATPLite | inhibition, % at 10 µM | 200,000 tested, 1.5% active | 10 min;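 active = inhibition above about 50% when tested at 10 µM, limit read from the data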
# PMI activator: activators of human PMI, primary screen, biochemical, fluorescence intensity, near-Km mannose 6-phosphate; Mannose-6-phosphate isomerase (Homo sapiens), P34949; purified human PMI, coupled resazurin fluorescence, 20 min; active compounds read high; 1 = vehicle control, 0 substrate-free wells; activation factor at 20 µM; 190,000 tested, 0.005% active;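 active = activation factor of 2 or more at 20 µM, relative to plate controls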
# TNAP act hiacc: TNAP activators at high phosphate acceptor level, primary screen, biochemical, luminescence, uHTS | purified TNAP, CDP-star luminescence, 1 M DEA, 30 min; active compounds read high; 0 = EDTA background, 1 = DMSO-only activity | activation factor at 20 µM | 200,000 tested, under 10 active | AID 1136, 2008;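 active = activation factor at least 2 at 20 µM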
#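 system = human TNAP | amount = enzyme diluted 1/800 final | reagent = 100 µM CDP-star substrate | signal = luminescent substrate turnover signal | dosing = one dose, 20 µM | benchmarks = EDTA negative control, DMSO positive control | measure = activation factor | timing = 30 min reaction, room temperature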
# APP 5'UTR act: activators of APP 5'UTR luciferase reporter, primary screen, SH-SY5Y cells. activation, % at 2 µM. AID 1276, 2008. SH-SY5Y APP 5'UTR luciferase reporter, luminescence; zero percent = DMSO vehicle wells. 190,000 tested, 1% active;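 active = activation above a set limit, based on mean plus 3 SD of controls, cut at about 140% in these data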; also: values of inactives mirror those of a sister screen read the other way
# TNAP inh noacc: human TNAP enzyme inhibitors, primary screen, biochemical, luminescent, no phosphate acceptor, uHTS | inhibition, % at 20 µM | 200,000 tested, 0.26% active | AID 1012, 2008 | purified TNAP, CDP-star luminescence, 30 min | Alkaline phosphatase, tissue-nonspecific isozyme (Homo sapiens), P05186;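 active = tissue-nonspecific alkaline phosphatase inhibition above about 50% at 20 µM in the single-dose screen, limit read from the data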;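 also: 0% = DMSO negative control and 100% = EDTA positive control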
# * = called active by the depositor; x = not tested or not shown.
# Each structure is followed by: bIAP act	FLuc inhib CS	FLuc stim CS	TNAP inh noacc	PMI activator	TNAP act hiacc	NF-kB neuron act	PMI act hi M6P	TNAP inh hi DEA	APP 5'UTR act
Cc1ccccc1NC(=S)NCc1ccc2c(c1)cc(C)n2C
  0.9	-6	1.1	-3	0.9	1	3.2	0.9	-2	19
COc1ccc(-n2c(-c3cccc(OC)c3)nc(=S)c3c2CCCC3)cc1
  0.9	-6	1.1	-2	0.9	1	1.4	1	1	17
O=C(NN1CCOCC1)c1ccc(Cl)s1
  0.9	-6	1.1	-8	1	1	1.3	1.1	-2	13
COc1cc(/C=N/N=C2/C(=O)Nc3ccccc32)ccc1O
  0.9	94*	0.1	47	0.9	0.5	1.4	0.9	50	-6
CCN1CCN(c2nc3ccccc3nc2C(C#N)S(=O)(=O)c2ccc(C)cc2)CC1 (stereo not drawn)
  0.9	-5	1	-14	0.9	1	0.71	1	-3	-1
Cc1[nH]c2ccccc2c1/C=N/NC(=O)c1cccc(F)c1
  0.9	-4	1	-7	0.9	1	1.4	0.8	-4	10
COc1cccc(CNC(=O)CSc2ccc(-c3ccco3)nn2)c1
  1	-8	1.1	-5	0.9	1	0.9	0.8	1	4
C=CCn1c(SC(C)C(=O)NCCC2=CCCCC2)nc2ccccc2c1=O (stereo not drawn)
  0.9	-10	1.1	19	1	1	1.1	1	-4	13
CCCCC(=O)Nc1ccc(C(=O)Nc2nnc(COC)s2)cc1
  1	-6	1.1	-7	0.9	1.1	1.3	0.9	-10	-6
O=C(O)C1=C[C@H](c2csc3ccccc23)C[C@H](OCc2ccc(CO)cc2)O1
  1	-2	1	-8	0.9	1	1.3	1	-4	-7
COc1ccc(/C=C2/SC(=O)N(CCC(=O)Nc3ccc(S(=O)(=O)Nc4nccs4)cc3)C2=O)cc1
  0.9	7	0.9	-10	0.9	1	1.7	0.9	-2	11
CCCN(CC1CC1)C(=O)CCc1nnc(C(OC)c2ccccc2)o1 (stereo not drawn)
  1.1	-3	1	-2	0.9	1.1	1.5	0.9	-6	3
O=C(CSc1nnc(Cn2nnc3ccccc32)o1)N(Cc1ccc(F)cc1)c1ccccc1
  1	-3	1	-2	0.8	1	0.83	0.8	-2	-4
Cc1ccccc1CC1(CO)CCCN(Cc2ccn[nH]2)C1 (stereo not drawn)
  1.2	-5	1.1	-14	0.9	1	0.9	1	-3	-2
COC(=O)C1=NNC2(c3ccc(C)cc3)C(=O)N(c3cccc(C)c3C)C(=O)C12 (stereo not drawn)
  1	-2	1	13	1	1	1.1	1	5	18
COc1ccc(N2CCN(CCNC(=O)c3ccc4c(c3)[nH]c(=S)n3c5ccccc5nc43)CC2)cc1
  1.3	0	1	-17	0.9	1	1	0.7	-1	11
CCN1/C(=C/c2ccc3cc(C)ccc3[n+]2C)Sc2ccc3sccc3c21
  0.7	0	1	15	x	0.8	1	x	19	-20
CN1CCCN(C(=O)CC2(CC(=O)O)CCCC2)CC1
  0.9	-3	1	-11	1	1	0.99	1	-1	4
Cc1ccc(NC(=S)NCc2ccccc2Cl)c(C)c1
  0.9	0	1	-8	0.9	1	0.92	0.9	1	-2
O=C1CC(C(F)(F)C(F)(F)C(F)(F)F)=Nc2ccccc2N1
  1.1	-6	1.1	-5	0.9	1	1.2	1	1	11
Cc1cc(NC(=S)N(CCN2CCOCC2)Cc2ccccc2F)ccc1Cl
  1	-6	1.1	-14	0.9	1	0.86	0.9	-4	11
Cc1ccc2[nH]c3c(N4CCN(Cc5ccc6c(c5)OCO6)CC4)ncnc3c2c1
  1.4	-6	1.1	-23	0.9	1	0.39	1	-4	18
COc1ccc(OC)c(C2CC(c3ccc(NS(C)(=O)=O)cc3)=NN2C(=O)c2ccccc2)c1 (stereo not drawn)
  0.9	-5	1.1	0	1	1	0.93	1	-4	-2
O=S(=O)(c1ccccc1)N1CCC(N2CCN(c3ccccc3)CC2)CC1
  1	-6	1.1	-8	0.9	1	x	1	-5	x
Cn1c(=O)n(C)c2cc(S(=O)(=O)NCCc3ccccc3)ccc21
  1.1	-7	1.1	-8	0.9	1.1	1.2	0.9	-6	11
CCOCC(=O)Nc1cc(C(=O)Nc2cccc(C)c2C)ccc1Cl
  0.9	6	0.9	9	1.2	1	1.2	1.1	0	-11
CCn1c(NCc2ccccn2)nc2c1c(=O)n(C)c(=O)n2C
  1	-8	1.1	-11	1	1	1.1	1	-5	6
Brc1ccc(Cn2c(-c3ccc(Br)o3)nc3ccccc32)o1
  1	8	0.9	-4	1	1.1	1.2	0.9	-5	29
COc1cc(/C=C/C(=O)OCC(=O)NCCc2ccccc2)cc(OC)c1OC
  0.9	-6	1.1	-7	0.9	1	1	0.9	-2	5
COc1cc(C)nc(N2CCC(C(N)=O)CC2)n1
  0.8	-3	1	-4	1	1	0.98	0.9	-1	-5
COc1ccc(Cn2nnc3c(=O)[nH]c(C(=O)NCCc4ccc(F)cc4)nc32)cc1OC
  1.1	-5	1	-12	0.8	1	1.1	0.8	-3	9
COc1ccc(CCN(C)C(=O)N2CCOCC2)cc1OC
  1	-8	1.1	-13	1.1	1	1.3	1	-5	5
NC(=O)c1sc2nc(N3CCCCC3)c3c(c2c1N)CCCC3
  1.1	1	1	-1	1.6	1	0.98	1.4	1	-12
CC(=O)Nc1ccc2nc(SCC(=O)Nc3ccc(N4CCOCC4)c(Cl)c3)sc2c1
  0.9	5	0.9	-2	0.8	1	1.6	0.9	2	35
C=CCc1cccc2cc(C(=O)NCc3cccnc3)c(=O)oc12
  1	-4	1	-2	0.9	1	1	1	2	-1
CCOC(=O)C1CCCN(C(=O)CN2C(=O)c3ccccc3C2=O)C1 (stereo not drawn)
  1	-4	1	-8	1	1.1	1.2	1	-6	14
O=C(NCc1ccco1)C(C(=O)c1ccc(F)cc1)n1ccccc1=O (stereo not drawn)
  0.9	-1	1	-9	1	1	1	1.1	-4	4
COc1ccccc1NC(CC(=O)c1ccccc1)C(=O)OCC(=O)c1ccc(Br)cc1 (stereo not drawn)
  0.9	-3	1	-11	0.9	1	0.84	0.9	1	117
COc1cc(OC)cc(C(=O)NCCNC(=O)c2ccco2)c1
  0.9	-9	1.1	-4	1.1	1	1.2	1.1	-2	11
CC(=O)NC1CCN(C(=O)N2CCCC2)CC1
  0.9	-6	1.1	-18	1	1.1	0.99	1	-12	-2
Cc1sc2nc(NCCO)[nH]c(=O)c2c1C
  1	-4	1	-20	1	1.1	1.1	0.9	-6	0
CCN1CCCC1CNCc1ccc(Cl)cc1Cl (stereo not drawn)
  1	-4	1	-8	0.9	1	1.2	1	-1	1
Cc1c(NC(=O)c2ccc(Cl)s2)c(=O)n(-c2ccccc2)n1C
  1.1	-3	1	-5	1	1.1	1.2	0.9	-5	-8
CCOC(=O)c1c(N)nn(C(=O)c2ccccc2)c1-c1ccccc1
  0.8	-6	1.1	7	0.9	1.1	1.1	1	-5	16
O=S(=O)(c1cccc(C(F)(F)F)c1)N1CCN(C(=S)NC2CC2)CC1
  1	-6	1.1	-11	0.8	1	1.3	0.9	0	-7
COC(=O)c1c(NC(=O)CN2CCCc3ccccc32)sc(C)c1C
  1	-1	1	-5	0.9	1	1.2	0.9	-3	8
CS(=O)(=O)Nc1cccc(-c2cn3ccccc3n2)c1
  1.1	17	0.8	-6	1.1	1	2	1.1	-2	11
O=C(c1ccc(Cl)cc1)C1CCCN(C(=O)/C=C/c2ccccn2)C1 (stereo not drawn)
  1	3	1	0	1	1	1.1	1.1	2	8
O=C(CSc1nnc(NC(=O)c2c(F)cccc2F)s1)Nc1ccc(F)cc1
  1	13	0.9	-5	x	1	1.4	x	1	8
CCOC(=O)c1ccc(NC(=O)CSc2nnc(CNc3ccc(C)cc3)n2C)cc1
  0.8	0	1	-2	0.9	1	1.1	0.9	1	12
O=C(c1cc2sccc2n1Cc1ccc(F)cc1)N1CCN(c2nc3ccccc3s2)CC1
  1.1	-5	1	-8	1.1	1	0.75	1.1	-4	-2
COc1cc(N(C)C)c([N+](=O)[O-])cc1C(=O)N1CCN(Cc2ccccc2)CC1
  0.9	-2	1	17	1.1	1	1.1	1.1	3	-11
CN1C(=O)Cc2cc(S(=O)(=O)NCc3cccs3)ccc21
  1	-10	1.1	-12	1	1.1	1.1	0.9	-5	-6
CCc1nnc(SCc2ccc(OC)c(Br)c2)n1N
  1.1	5	0.9	-7	1.1	1	1.2	1.1	0	-9
CCC1Oc2ccc(C)cc2N(CC(=O)NCc2cccc(OC)c2)C1=O (stereo not drawn)
  1	-6	1.1	0	1.2	1.1	0.9	1	-7	-4
Cc1ccc(C(=O)NC(Cc2c[nH]c3ccccc23)C(=O)O)o1 (stereo not drawn)
  0.9	-6	1.1	-7	0.9	1	1.1	0.9	1	-12
N#CC1(C#N)C(C(N)=O)C1c1ccccc1 (stereo not drawn)
  0.5	1	1	2	1	1	1	1	3	-5
COc1cccc(-c2nnc3sc(-c4cccs4)nn23)c1
  1	2	1	-9	1	1	1.6	1.1	-1	42
CCOC(=O)N1CCN(C(=O)C2CCN(S(=O)(=O)c3ccc(Cl)cc3)CC2)CC1
  1	-3	1	-2	1	1	1.1	1	-2	-6
CC(=O)N1c2c(cc(Br)cc2S(=O)(=O)N2CCOCC2)CC1C (stereo not drawn)
  1.1	-9	1.1	-9	1	1	0.92	1	-3	28
Cc1ccc(NC(=O)CC(=O)NCCN2CCOCC2)cc1
  0.8	-4	1	-9	0.9	1	0.91	0.9	-4	12

# In the list so far, 2 have a cyano group.
# Each structure is followed by: bIAP act	FLuc inhib CS	FLuc stim CS	TNAP inh noacc	PMI activator	TNAP act hiacc	NF-kB neuron act	PMI act hi M6P	TNAP inh hi DEA	APP 5'UTR act
CCN1CCN(c2nc3ccccc3nc2C(C#N)S(=O)(=O)c2ccc(C)cc2)CC1 (stereo not drawn)
  0.9	-5	1	-14	0.9	1	0.71	1	-3	-1
N#CC1(C#N)C(C(N)=O)C1c1ccccc1 (stereo not drawn)
  0.5	1	1	2	1	1	1	1	3	-5

# Source: PubChem BioAssay (several laboratories)

# Compounds as they come. About 3.6% of those tested had a hit in this group.
